Bioassay records from PubChem.
MT1-MMP act inh: MT1-MMP (human) activation inhibition; 360,000 tested, 0.061% active; HT1080 RFP-PRO-GFP cells, GFP/RFP ratio fluorescence, overnight; percent of plate control window, DMSO zero; GFP/RFP ratio change, % at 20 µM; AID 651647; P50281;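 active means GFP/RFP ratio change of at least 30% with cell ATP level not reduced by more than half and red fluorescence within 50% of control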; further: strong numbers were not always called active
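Assay system: HT1080 RFP-PRO-GFP cells. Benchmarks: DMSO vehicle wells and RFP-L50D-GFP reporter cell wells. Times: overnight cell settling, then overnight compound exposure, 37 °C, 5% CO2. Compound: 20 µM single dose, 1% DMSO. Read-out basis: GFP/RFP fluorescence ratio.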
Rpn11 inh: blocks the human proteasome subunit Rpn11 | O00487 | human 26S proteasome, Ub4-pepOG fluorescence polarization; 20S core pre-blocked with epoxomicin | calls only at 20 µM | 360,000 tested, 0.59% active;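 active means inhibition at 20 µM, scaled to each plate's controls, above about 33%, limit read from the data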
Target sequence (O00487 whole entry, looked up): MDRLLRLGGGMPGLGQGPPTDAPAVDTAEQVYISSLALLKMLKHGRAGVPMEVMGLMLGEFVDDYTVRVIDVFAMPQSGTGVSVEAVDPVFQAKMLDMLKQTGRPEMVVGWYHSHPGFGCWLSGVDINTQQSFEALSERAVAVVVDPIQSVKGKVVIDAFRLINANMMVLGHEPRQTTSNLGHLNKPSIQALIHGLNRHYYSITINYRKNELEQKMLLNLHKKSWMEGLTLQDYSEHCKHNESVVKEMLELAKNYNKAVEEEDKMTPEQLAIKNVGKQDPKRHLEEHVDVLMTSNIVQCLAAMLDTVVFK
CSN inh: inhibitors of human CSN-mediated cullin deneddylation | Purified CSN, SCF-Nedd8-OG deneddylation, fluorescence polarization | 360,000 tested, 0.38% active | inhibition, % at 12.5 µM | AID 651999 | Q92905;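 active means pattern-corrected inhibition above about 35%, with an unprinted fluorescence ratio check between 0.5 and 1.5, limit read from the data, passing the limit was not always enough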;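 further: 0% = enzyme with substrate and 100% = substrate without enzyme; some results filed as inactive read as strong as hits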
Target sequence (Q92905 whole entry, looked up, one chain of several): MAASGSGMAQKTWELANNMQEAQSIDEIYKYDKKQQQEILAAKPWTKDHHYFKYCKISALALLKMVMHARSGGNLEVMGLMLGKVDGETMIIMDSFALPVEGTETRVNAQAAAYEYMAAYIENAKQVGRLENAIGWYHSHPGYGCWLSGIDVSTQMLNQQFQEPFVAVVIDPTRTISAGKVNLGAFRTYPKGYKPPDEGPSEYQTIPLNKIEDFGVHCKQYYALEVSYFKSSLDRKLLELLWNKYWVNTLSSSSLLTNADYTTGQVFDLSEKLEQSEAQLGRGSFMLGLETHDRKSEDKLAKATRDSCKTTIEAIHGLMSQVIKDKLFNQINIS
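Test system: Human Csn5 produced in HEK293T cells | Compound: 12.5 µM single point | Times: 90 min, room temperature | Signal: Fluorescence polarization readout | Read-out basis: % inhibition of substrate cleavage by Csn5 | Controls: no-enzyme wells high, enzyme-with-substrate wells low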
MsrA inh: inhibitors of bovine MsrA; purified bovine MsrA, absorbance read-out; inhibition, % at 15.5 µM; 360,000 tested, 0.75% active; in the data active means inhibition above about 4.5%;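 further: 0% = vehicle wells with enzyme and 100% = reference inhibitor wells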
Rin1 Abl inh: blocks binding of human Rin1 to Abl; P00519+Q13671; TR-FRET Rin1/Abl binding, biochemical; 360,000 tested, 0.4% active; inhibition, % at 7.35 µM; in the data active means inhibition above about 5%, passing the limit was not always enough
PABP1 MLLE inh: inhibitors of microRNA-mediated deadenylation, human PABP1 MLLE binding | 360,000 tested, 0.36% active | inhibition, % at 20 µM | AID 588489 | GST-MLLE / FITC-PAM2 fluorescence polarization | P11940; in the data active means inhibition above about 35%, passing the limit was not always enough;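 further: plate controls were DMSO wells with GST-MLLE for no effect and wells lacking GST-MLLE protein for full effect; some results filed as inactive read as strong as hits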
FAS TE block: inhibitors of human fatty acid synthase thioesterase domain; P49327; recombinant FAS-TE, OMFH fluorogenic substrate, fluorescence endpoint; inhibition, % at 15 µM; 360,000 tested, 0.67% active;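 active means compounds whose normalised, plate-corrected inhibition of enzyme fluorescence in the single-dose primary screen is 50% or more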;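 further: 0% = DMSO with enzyme and 100% = substrate without enzyme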
MsrA act: bovine methionine sulfoxide reductase A activation. purified bovine MsrA, absorbance read-out. activation, % at 10.6 µM. 360,000 tested, 0.3% active. AID 602163; in the data active means activation above about 7.5%;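 further: 0% = vehicle and 100% = reference activator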
E coli Lon inh: inhibits E. coli Lon protease; inhibition, % at 7.94 µM; 360,000 tested, 0.42% active; P0A9M0; AID 602123; purified E. coli Lon protease, fluorescence polarization; in the data active means inhibition above about 13%, passing the limit was not always enough;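 further: 0% = enzyme with probe and DMSO and 100% = no enzyme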
An asterisk follows results filed as active; i = inactive; . = no result given. Compounds as they come. About 3.7% of those tested had a hit in this group.

SMILES | MT1-MMP act inh | Rpn11 inh | CSN inh | MsrA inh | Rin1 Abl inh | PABP1 MLLE inh | FAS TE block | MsrA act | E coli Lon inh
O=C1c2ccccc2C(=O)N1n1cccc1 | 3 | i | -13 | -0.6 | -1 | -14 | -9 | -4 | -11
O=C(CN1CCN(Cc2ccccc2Cl)C1=O)NCC1CCCO1 (configuration not stated) | -1 | i | 1 | -0.1 | 5 | 19 | -8 | -4 | -7
COc1ccc(-n2cccc2/C=C2\C(=N)N3N=C(c4ccco4)SC3=NC2=O)cc1 | -4 | . | 75 | 1.4 | 2 | -20 | 17 | -3 | -7
Cc1nnc(SCC(=O)c2c[nH]c3ccccc23)n1C1CC1 | 3 | i | -2 | -0.6 | 6 | 6 | -7 | -14 | 1
Cc1ccc(/C=N/NC(=O)CNC(=O)c2cccs2)o1 | 1 | i | -2 | 1.9 | 1 | 3 | -6 | -4 | -8
COC(=O)c1ccc(N(CC(=O)NCC2CCCO2)C(=O)CCC(=O)Nc2cc(C)on2)cc1 (configuration not stated) | 3 | i | 0 | -0.1 | 4 | -17 | -4 | -1 | -2
COc1ccc(N(C)S(=O)(=O)c2cccc(C(=O)NCC(c3cccs3)N(C)C)c2)cc1 (configuration not stated) | -4 | i | 6 | -0.4 | 3 | 6 | 1 | -1 | -11
CCCN1C(=O)CC(C(=O)OC)=C1C | -5 | i | 0 | 1.4 | -1 | 7 | -12 | -7 | -9
CC(=O)Oc1ccc(C(=O)NCCc2ccccc2)cc1 | -4 | i | -13 | 0.4 | 3 | 2 | -4 | -10 | 0
COc1ccc(COc2cc(-c3cccc(OC)c3)nc3ccc(NC(=O)c4ccc(C)cc4)cc23)cc1 | 1 | i | 4 | 1.9 | 0 | -10 | 36 | -1 | -14

The closing 4 records of the part above lead into the next.
SMILES | MT1-MMP act inh | Rpn11 inh | CSN inh | MsrA inh | Rin1 Abl inh | PABP1 MLLE inh | FAS TE block | MsrA act | E coli Lon inh
COc1ccc(N(C)S(=O)(=O)c2cccc(C(=O)NCC(c3cccs3)N(C)C)c2)cc1 (configuration not stated) | -4 | i | 6 | -0.4 | 3 | 6 | 1 | -1 | -11
CCCN1C(=O)CC(C(=O)OC)=C1C | -5 | i | 0 | 1.4 | -1 | 7 | -12 | -7 | -9
CC(=O)Oc1ccc(C(=O)NCCc2ccccc2)cc1 | -4 | i | -13 | 0.4 | 3 | 2 | -4 | -10 | 0
COc1ccc(COc2cc(-c3cccc(OC)c3)nc3ccc(NC(=O)c4ccc(C)cc4)cc23)cc1 | 1 | i | 4 | 1.9 | 0 | -10 | 36 | -1 | -14
COc1cccc(C2=CC(c3cccc(OC)c3OC)n3nnnc3N2)c1 (configuration not stated) | -7 | i | -2 | 14* | -4 | -10 | 6 | -8 | 0
COc1cccc(C(C(=O)NC2CCCCC2)N(Cc2ccco2)C(=O)c2ccccn2)c1 (configuration not stated) | -2 | i | -1 | -0.8 | 3 | 1 | -2 | -9 | 4
Cn1c(-c2ccccc2)cc(=O)n1-c1ccccc1 | 4 | i | -3 | 1.1 | 0 | -46 | -9 | -1 | 1
O=C(O)CC(SCC(=O)Nc1ccc(Br)cc1)C(=O)O (configuration not stated) | -1 | i | -1 | 0.1 | 0 | -5 | -5 | -6 | 0
CC(=O)NC1C(=O)N=C(SCC(=O)NCc2ccccc2)NC1=O (configuration not stated) | 3 | i | 3 | 0.2 | 2 | 10 | -11 | -8 | 1
COc1ccccc1N1CCN(C(CNS(=O)(=O)c2ccccc2)c2ccccc2)CC1 (configuration not stated) | -6 | i | 5 | 2.5 | 3 | -3 | 21 | -5 | 9
COC(=O)C[C@H]1c2cc(C(F)(F)F)ccc2S(=O)(=O)N1C1CCCC1 | 2 | i | 0 | -0.3 | 3 | -3 | 1 | -1 | -10
N#CCCn1nnc(-c2ccccc2F)n1 | 2 | i | 2 | 0.8 | -2 | 10 | -9 | 2 | 7
CCCCNC(=O)Cn1nnc(-c2ccccc2)c1COc1ccc(C(C)=O)cc1 | -2 | i | -2 | 1.0 | -1 | -16 | -1 | -4 | -7
Cc1cc(C)c(Cn2c3ccccc3c3cnn(CC(=O)NCCN4CCOCC4)c(=O)c32)c(C)c1 | -1 | i | 5 | -0.5 | -1 | 3 | -3 | -4 | 4
O=C(Cc1ccc(Cl)cc1)N1CCOCC1 | 0 | i | 5 | 0.2 | -2 | 2 | -4 | -1 | 8
Cc1csc(NC(=O)C2COc3ccccc3O2)n1 (configuration not stated) | -3 | i | 1 | -0.5 | -1 | -4 | -11 | -2 | -5
Cc1cc(C(=O)COC(=O)c2cccn2C)c(C)n1Cc1ccco1 | -1 | i | 5 | 1.7 | 4 | 4 | 16 | 0 | 1
Nc1ccccc1SC(C[N+](=O)[O-])c1ccccc1 (configuration not stated) | -2 | i | 1 | . | 0 | 21 | -4 | 2 | 6
Cc1noc(C)c1C(=O)N1CCC1(C)C(=O)NS(=O)(=O)c1cccc(Cl)c1 (configuration not stated) | 2 | i | 3 | 0.8 | 1 | 26 | -11 | -2 | 21
Cc1c(CC(=O)NCCCC(=O)O)c(=O)oc2cc3occ(-c4ccccc4)c3cc12 | 17 | i | -3 | 2.8 | 1 | 3 | -3 | -8 | 0
CC(NC(=O)c1cc2ccccc2o1)c1cccs1 (configuration not stated) | 5 | i | 4 | -1.1 | -1 | -8 | -1 | 1 | -11
COC(=O)[C@@]12CCCCN1[C@H](c1ccc(-c3ccc(F)cc3)c(OC)c1)[C@@H]1C(=O)N(C)C(=O)[C@@H]12 | -8 | i | 2 | -0.4 | 0 | -11 | 32 | -4 | -4
CCCCN(C(=O)C1CCN(C(=O)c2ccccc2C)CC1)c1c(N)n(CC(C)C)c(=O)[nH]c1=O | -4 | i | 5 | -0.8 | 2 | 15 | -6 | -9 | 0
O=C(COC(=O)c1ccc(Cl)s1)c1cc2ccccc2o1 | -4 | i | 10 | 1.3 | -2 | -42 | 23 | -3 | -5
COc1ccc(NC(=O)c2cc(-c3cc(C)c(C)cc3O)n[nH]2)c(OC)c1 | 1 | i | 0 | -0.1 | 1 | -5 | 3 | -2 | 2
CC(=O)c1c(C)[nH]c(C(=O)CN2C(=O)NC(C)(c3ccc4c(c3)OCCO4)C2=O)c1C (configuration not stated) | 0 | i | -4 | 0.0 | 0 | -21 | 8 | -1 | -2
O=C(CNC(=O)c1ccccc1)NCC1COc2ccccc2O1 (configuration not stated) | -5 | i | -2 | -0.4 | 2 | -11 | -4 | 0 | -3
C#CCn1c2ccccc2c(=O)n1C(C)C | -1 | i | -6 | -0.7 | 6 | -2 | -11 | 0 | -3
CCOC(=O)[C@@H]1[C@H]2COc3ccc(Br)cc3[C@@H]2N2C(=O)N(c3ccccc3)C(=O)[C@]12C | 1 | i | 0 | -0.1 | 3 | -2 | 17 | -4 | -1
COC(=O)[C@H](C)N(Cc1ccc(Cl)c(Cl)c1)S(=O)(=O)CCNC1CCCC1 | 2 | i | 6 | . | -1 | -3 | 6 | -1 | -10
O=C1CC(c2cccc(Br)c2)C2=C(CCCC2=O)N1 (configuration not stated) | 5 | i | -1 | 2.8 | 3 | 35 | -7 | -5 | -7
O=c1[nH]nc(SCc2ccccc2)c(=O)[nH]1 | 2 | i | 4 | -0.1 | -1 | 10 | -16 | -6 | -5
CCc1ccc(/C=C/C(=O)c2c(C)cc(C)[nH]c2=O)cc1 | -4 | i | 1 | 2.7 | -6 | -8 | 1 | -4 | 0
CCCCn1c(=O)[nH]c(=O)c2c1nc(COC(=O)c1c(C)noc1C)n2CCC | -3 | i | 2 | 1.3 | 1 | -4 | -1 | 1 | -8
CC1(C)C[C@@H](O)[C@]2(C)CC[C@]3(C)C(=CCC4[C@@]5(C)CC[C@H](O)[C@](C)(CO)C5CC[C@]43C)[C@@H]2C1 (some centres not stated) | 0 | i | 2 | -0.8 | -3 | 2 | -2 | -8 | -2
COc1ccc(N2CCN(c3ncnc4scc(-c5ccc(C)cc5)c34)CC2)cc1 | -10 | i | 0 | 1.9 | 3 | -7 | 22 | -5 | -5
O=C(NC1CC2CCCC(C1)N2C(=O)Nc1ccccc1)C1CC1 (configuration not stated) | 5 | i | -2 | 0.9 | -2 | -8 | -6 | -1 | -2
COCCNC(=O)C1(C)CCN(C(=O)Cc2ccc(OC)c(OC)c2)C1 (configuration not stated) | 0 | i | 4 | -0.4 | 1 | 5 | -8 | -1 | 2
CCOc1cccc(CNCCCSc2ncccn2)c1 | 2 | i | -2 | -0.7 | -6 | -12 | -4 | -8 | 0
Cc1cc(NC(=O)c2cc3cccc([N+](=O)[O-])c3[nH]2)ccc1F | -1 | i | 2 | -0.7 | 4 | -7 | 29 | 1 | -13
O=C(CCCOc1ccc(Cl)cc1Cl)NC(Cc1ccccc1)C(=O)O (configuration not stated) | 1 | i | 1 | -1.2 | 5 | 15 | -4 | -8 | -2
Cc1cccc(C)c1OCCNC(=O)OCc1ccccc1 | -2 | i | 1 | 2.8 | 0 | 3 | 14 | 0 | -6
Cc1ccc2nc3c(cc2c1)c(NC(=O)C1CCCO1)nn3CC(C)C (configuration not stated) | 9 | i | 3 | -0.1 | -3 | 1 | 2 | -3 | 5
Cc1ccccc1N1C(=O)c2cccc3c(N(C)CCO)ccc(c23)C1=O | -330 | i | -72 | -0.5 | -18 | 88 | -89 | -2 | 124*
CCc1ccccc1Nc1nc(N)nc(COC(=O)C2CCN(C(=O)c3ccc(F)cc3)CC2)n1 | 3 | i | 3 | -1.3 | 3 | 6 | -5 | -5 | -8
CC(C)NC(=O)C1CCCN(S(=O)(=O)c2ccc(-n3cnnn3)cc2)C1 (configuration not stated) | 2 | i | 2 | -0.9 | -3 | -4 | -5 | -11 | -3
C[C@H](CO)N1C[C@H](C)[C@@H](CN(C)C(=O)c2ccncc2)OCc2cnnn2CCCC1=O | -1 | i | 2 | -0.6 | 1 | 15 | -6 | -4 | -1
CC(C)CNC(=O)COC(=O)C1c2ccccc2Oc2ccccc21 | 1 | i | 1 | -1.5 | 3 | 15 | -6 | -8 | -6
CC(C)(C)NC(=O)C1c2ccccc2OCC(=O)N1Cc1ccco1 (configuration not stated) | 3 | . | 3 | -0.5 | . | . | -12 | 0 | 0
Cc1ccc(Cl)cc1NC(=O)CN1CCOCC1 | 0 | i | 0 | -0.6 | -1 | -3 | -5 | -2 | 4
COc1ccc(S(=O)(=O)N(C)C[C@@H]2OCc3cnnn3CCCC(=O)N([C@H](C)CO)C[C@@H]2C)cc1 | 0 | i | 7 | -0.1 | 1 | 9 | -8 | -2 | -1
Cc1onc(-c2c(Cl)cccc2Cl)c1C(=O)c1c[nH]c(C(=O)NC2CC2)c1 | -1 | i | 0 | 0.1 | -2 | -3 | -5 | -1 | -6
O=C(Nc1cccc(S(=O)(=O)N2CCOCC2)c1)c1cc([N+](=O)[O-])ccc1N1CCOCC1 | 2 | i | -3 | 2.5 | -2 | -3 | 27 | -2 | -10
CSC1=NC2(CCCCC2)CC12C=CC(=O)C=C2 | 1 | i | 7 | 0.9 | 1 | 2 | -6 | -1 | -2
O=[N+]([O-])c1ccc(N2CCOCC2)cc1NCCCO | 9 | i | 0 | 2.7 | -16 | -2 | 0 | -2 | -8
